From PubChem BioAssay
KLK7 zymogen act – activators of human kallikrein-7 zymogen; P49862; purified proKLK7, EDANS-DABCYL substrate fluorescence; 100% is mature enzyme control, 0% vehicle; activation, % at 7 µM; actives 0.9% (n = 370,000);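 active = activation above the mean of all tested compounds plus 3 SD, computed per campaign excluding outliers beyond control limits, cut at about 13% in these data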
NPR2 activator – GC-B (human) receptor activation; HEK293-GC-B cells, CNP EC30, cGMP TR-FRET; 0% at EC30 CNP, 100% saturating CNP; activation, % at 10 µM; P20594; actives 0.11% (n = 370,000);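 active = activation at 10 µM reaching about 35% in either raw or pattern-adjusted values, limit read from the data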
ADAM10 inh – inhibits human ADAM10; O14672; recombinant ADAM10, EDANS/DABCYL FRET peptide cleavage, 3 h; AID 720582; actives 0.62% (n = 370,000); inhibition, % at 7 µM;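 active = inhibition above a per-campaign cutoff equal to the mean of compounds falling between control-based bounds plus 3 SD, cut at about 20% in these data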;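 note: 0% = DMSO wells while the 100% control is not disclosed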
Target sequence (O14672 214-748 limits assumed): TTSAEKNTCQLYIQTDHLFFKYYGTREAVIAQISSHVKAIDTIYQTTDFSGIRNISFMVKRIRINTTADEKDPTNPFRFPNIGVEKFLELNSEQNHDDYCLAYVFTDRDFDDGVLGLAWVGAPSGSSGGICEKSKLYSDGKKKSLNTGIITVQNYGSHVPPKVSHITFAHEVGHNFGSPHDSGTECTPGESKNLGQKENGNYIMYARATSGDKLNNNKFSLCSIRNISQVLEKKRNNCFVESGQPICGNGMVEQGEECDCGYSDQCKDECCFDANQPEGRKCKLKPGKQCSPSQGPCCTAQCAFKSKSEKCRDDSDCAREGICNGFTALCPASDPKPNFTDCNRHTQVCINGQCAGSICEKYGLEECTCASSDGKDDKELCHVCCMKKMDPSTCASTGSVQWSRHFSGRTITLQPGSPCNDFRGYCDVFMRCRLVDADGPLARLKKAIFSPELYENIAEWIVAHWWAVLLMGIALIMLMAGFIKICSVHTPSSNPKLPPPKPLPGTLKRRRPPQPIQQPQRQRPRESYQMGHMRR
sPLA2-III inh – Inhibits HGIII-sPLA2 liposome hydrolysis, primary screen. QFRET BODIPY PC-A2 liposome hydrolysis, fluorescence. inhibition, % at 12.2 µM. actives 0.56% (n = 370,000). AID 743126;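 active = inhibition above mean plus 3 SD of compounds lying within the high and low control bounds, cut at about 19% in these data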;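 note: 0% = median of test compound wells and 100% = no enzyme DMSO wells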
rCAG RNA binder – binds r(CAG) RNA repeats; r(CAG) RNA repeat, TO-PRO-1 dye displacement fluorescence; inhibition, % at 3 µM; actives 1.3% (n = 370,000);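 active = inhibition above the plate cutoff, the mean of all test compounds on that plate plus 3 SD, cut at about 35% in these data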;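 note: 0% = DMSO alone and 100% = 100 µM mitoxantrone as full dye displacement; higher means more dye released from RNA so lower well fluorescence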
DDE Tn6 FP inh – inhibitors of Tn6 peptide binding to human fibrin DD(E); inhibition, % at 8.3 µM; actives 0.21% (n = 370,000); Fibrin DD(E) TRITC-Tn6 fluorescence polarization displacement; P02675;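 active = inhibition above a per-campaign cutoff: mean of compounds within control limits plus 3 SD, cut at about 15% in these data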;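 note: 0% = median of all compound wells on the plate and 100% = blocking peptide control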
GAA850 FXN act – increases GAA850 frataxin promoter reporter activity; activation, % at 6 µM; actives 0.56% (n = 360,000); AID 540364; HEK293 lucGAA850 FXN promoter luciferase reporter, 24 h; percent of 10 µM SAHA response;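 active = activation above the average of all compounds screened plus 3 SD, cutoff fixed separately per campaign, cut at about 7.5% in these data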;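 note: 0% = DMSO wells and 100% = 10 µM SAHA wells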
ASAP1 GAP inh – ASAP1 ArfGAP inhibition; ASAP1-stimulated ARF1 GTP hydrolysis, GDP FP detection; inhibition, % at 16.5 µM; actives 0.19% (n = 360,000); AID 624377; in the data active = inhibition above about 25%;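 note: 0% = vehicle with enzyme and substrate and 100% = no enzyme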
Target sequence (Q9ULH1 325-724 limits assumed): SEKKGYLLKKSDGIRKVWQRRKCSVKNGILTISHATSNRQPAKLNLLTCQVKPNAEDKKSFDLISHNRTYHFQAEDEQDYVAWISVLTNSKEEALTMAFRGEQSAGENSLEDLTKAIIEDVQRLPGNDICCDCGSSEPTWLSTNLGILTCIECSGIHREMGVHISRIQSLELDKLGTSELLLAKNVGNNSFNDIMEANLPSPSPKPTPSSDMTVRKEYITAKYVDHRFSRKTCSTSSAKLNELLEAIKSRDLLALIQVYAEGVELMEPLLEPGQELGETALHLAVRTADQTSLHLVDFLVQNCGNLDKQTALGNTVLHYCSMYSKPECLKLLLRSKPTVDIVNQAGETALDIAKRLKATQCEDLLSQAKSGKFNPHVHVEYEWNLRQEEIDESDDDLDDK
GC-A act – GC-A (human) enzyme activation; activation, % at 10 µM; P16066; actives 0.14% (n = 370,000); HEK293 GC-A cells, cGMP TR-FRET, EC30 ANP; 0% at EC30 ANP, 100% saturating ANP; in the data active = activation above about 40%
ARFGAP1 inhibitor – rat ARFGAP1 inhibition. Q62848. Arfgap1-stimulated ARF1 GTP hydrolysis, GDP FP detection. inhibition, % at 16.5 µM. actives 0.26% (n = 360,000). AID 651572;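 active = inhibition above a per-plate limit, mean inhibition of low control wells plus 3 SD, cut at about 25% in these data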;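 note: 0% = DMSO wells with enzyme and 100% = wells lacking Arfgap1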
Target sequence (Q62848 1-136 limits assumed): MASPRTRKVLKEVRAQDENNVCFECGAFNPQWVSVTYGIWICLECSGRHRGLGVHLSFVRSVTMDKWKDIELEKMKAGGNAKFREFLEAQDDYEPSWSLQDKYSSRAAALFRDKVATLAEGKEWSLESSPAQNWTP
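Material: rat Arfgap1 catalytic domain, aa 1-136; also added: human ARF1(Δ1-17)-GTP substrate; compound dosing: one concentration, 16.5 µM, DMSO 1.26%; incubation: GTP hydrolysis reaction 2 h at 25 °C; measured by: Tracer-displacement fluorescence polarization with EDTA stop, 620/688 nm; evaluation: % inhibition from polarization; repeats: one replicate per compound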
Active calls of the source: *; · = not tested or not shown.

SMILES	KLK7 zymogen act	NPR2 activator	ADAM10 inh	sPLA2-III inh	rCAG RNA binder	DDE Tn6 FP inh	GAA850 FXN act	ASAP1 GAP inh	GC-A act	ARFGAP1 inhibitor
Cc1ccc2nc(N)nnc2c1	-0.5	4	-19	1	1	4	0.6	-5	2	10
C(=C\c1ccccc1)/CN1CCN(C(c2cc3ccccc3o2)c2nnnn2Cc2ccccc2)CC1 (stereo not given)	0.1	3	-19	9	5	5	·	1	0	7
COc1ccc(C(=O)NC(C(=O)NCC2(N3CCCCC3)CCCCC2)C(C)C)cc1 (stereo not given)	-0.1	4	-13	9	0	9	2.3	-7	2	-7
CN1OC[C@@H]2CN(S(=O)(=O)c3cccc(C(F)(F)F)c3)[C@H](c3ccc(-c4cc5ccccc5o4)cc3)C[C@@H]21	-0.3	-1	-15	1	4	-6	-8.5	2	-4	1
CC(OC(=O)c1cccs1)C(=O)NCCc1ccccc1 (stereo not given)	-0.1	1	7	11	-4	2	1.1	11	-1	-18
CCOc1cc(S(=O)(=O)NCc2ccccn2)c(C)cc1C	-0.8	-1	-2	-3	-1	2	·	3	-1	2
CSc1ncccc1C(=O)N1CCCC(CCC(=O)NCc2ccccc2F)C1 (stereo not given)	0.4	3	-1	0	-8	-1	-0.2	4	0	5
CCOC(=O)N1CCC(NC(=O)Cn2cc3c(n2)CCCC3)CC1	-0.4	3	-6	1	1	3	-1.4	3	4	4
N#CC(C#N)C(c1ccsc1)c1c(-c2ccccc2)[nH][nH]c1=O (stereo not given)	-0.4	-3	-3	-22	10	-1	0.6	9	-24	4
Cc1ccc(-n2c(C)cc(C(=O)OCC(=O)N3CCOCC3)c2C)cc1	-0.2	5	-5	-14	0	-3	0.6	-3	0	3
O=C(Nc1cccc(Cc2ccccc2)c1)Nc1ccc2nc([C@@H]3O[C@H](CO)[C@@H](O)[C@H](O)[C@H]3O)[nH]c2c1	0.7	-2	-24	-17	10	-18	-1.0	12	1	19
O=C(CN1C(=O)c2cccc3cccc1c23)Nc1ccc(S(=O)(=O)Nc2nccs2)cc1	-7.1	5	-92	-57	67*	-10	-3.7	-2	-7	-7
Cc1c(C(=O)NCC2CCCO2)sc2nc(-c3ccc(F)cc3)cn12 (stereo not given)	0.0	10	1	-4	-2	-5	17*	-8	10	-8
CN1CCN(C(=O)/C(=C\c2cccc([N+](=O)[O-])c2)NC(=O)c2cccs2)CC1	0.0	5	-3	4	0	-4	2.1	-6	0	9
Cc1cc(C)cc(NC(=O)N2CCC(NC(=O)c3ccc(F)cc3)CC2)c1	0.1	-4	-3	2	-7	-7	-0.9	-1	-1	3
COc1ccc(NC(=O)C2C(c3ccc4c(c3)OCO4)=Nc3ccccc3N2C(C)=O)cc1 (stereo not given)	-0.2	5	-14	-8	7	1	·	-6	0	-10
N=c1n(CC(=O)O)c2ccccc2n1Cc1ccccc1Cl	0.0	-4	4	11	3	1	-0.3	8	1	3
Cc1cc(C)nc(NS(=O)(=O)c2ccc(NC(=O)COc3ccccc3F)cc2)n1	0.0	2	-10	-6	12	-3	1.9	3	-2	13
COc1ccc(C(=O)NC2CCCc3c2cnn3-c2cc(F)cc(F)c2)c(OC)c1OC (stereo not given)	0.5	2	1	2	-9	6	-0.6	1	-2	-6
CCCCn1nc2cc(C(=O)NCC34CC5CC(CC(C5)C3)C4)ccc2c1OC	-6.8	-2	-315	5	6	10	0.6	9	4	-2
Cc1ccc(NC(=O)COC(=O)c2ccc3c(c2)OCO3)c(C)c1	-1.0	-3	-12	6	-6	-1	-1.0	2	4	12
COc1cccc(NC(=O)c2cccc(C)c2[N+](=O)[O-])c1	-0.4	1	9	-3	2	-5	0.2	-2	2	-2
CCCCn1c(N)c(N(CCOC)C(=O)c2cccc(S(=O)(=O)N3CCCCCC3)c2)c(=O)[nH]c1=O	0.2	4	-11	3	-1	-6	0.9	0	3	0
Cc1ccc(-n2c(SCC(=O)Nc3cccc4ccccc34)nnc2-c2ccccn2)cc1	-0.1	-2	-7	-6	4	5	·	·	-4	·
CCOC(=O)c1c([N+](=O)[O-])c(C)[nH]c(=O)c1C#N	0.9	7	9	2	3	2	1.7	-3	7	13

Further entries.
SMILES	KLK7 zymogen act	NPR2 activator	ADAM10 inh	sPLA2-III inh	rCAG RNA binder	DDE Tn6 FP inh	GAA850 FXN act	ASAP1 GAP inh	GC-A act	ARFGAP1 inhibitor
O=C(COC(=O)c1ccc(NS(=O)(=O)c2cccs2)cc1O)NC1CCCCC1	0.1	5	8	-16	19	-1	0.2	4	-3	-2
O=C(NNS(=O)(=O)c1ccc(C(=O)NC2CCCC2)cc1)c1ccncc1	-1.2	-2	0	0	1	-4	2.0	-7	1	18
Cc1ccc(Cl)c(OC(=O)C2CSC3(C)CCC(=O)N23)c1 (stereo not given)	-0.3	6	1	0	-8	9	1.5	-13	2	4
CC(C)n1nnnc1C1c2ccccc2C(=O)N1CCc1c[nH]c2ccccc12 (stereo not given)	0.0	0	-15	-49	4	-2	·	6	-2	-5
COc1ccc(C2/C(=C(/O)c3ccc(C)cc3)C(=O)C(=O)N2CCCN2CCOCC2)cc1 (stereo not given)	0.1	5	-5	-8	7	9	1.9	8	1	2
Cc1ccccc1-c1ccc2c(c1)[C@@H]1C[C@H]3[C@@H](CN1CC2)[C@H](C)ON3C	-0.5	4	-20	11	4	0	·	14	-3	-2
CC(=O)Nc1c(C(=O)O)ccc(C)c1OCc1ccccc1	-0.1	-1	1	-5	-2	2	-0.6	4	-3	10
Cc1ccc(S(=O)(=O)NC(=O)C2(C)CCN2C(=O)CCc2ccc(Cl)cc2Cl)cc1 (stereo not given)	0.2	-12	-7	-19	51*	3	-0.8	-6	3	4
COc1ccccc1CN1CC(C(=O)NCCc2ccccc2Cl)CCC1=O (stereo not given)	-0.1	1	1	4	-2	0	0.4	5	-1	10
O=C(O)c1ccccc1Nc1cc(Cl)c2nonc2c1[N+](=O)[O-]	-0.2	-7	-7	6	5	6	0.1	2	-3	-1
CC(=O)NC1(C(F)(F)F)C(=O)Nc2c1c(=O)[nH]c(=O)n2-c1ccccc1 (stereo not given)	-0.5	3	8	14	-1	-2	1.3	5	5	4
CCOC(=O)c1c(C)n(-c2ccc(C)cc2)c2ccc(O)c(CN(C)C)c12	0.3	-4	3	-46	9	9	-0.3	-16	-2	-13
Cn1c(Cc2ccc(Cl)cc2)nnc1SCC(=O)NC1CC1	-0.1	-3	-6	-3	-3	-4	0.6	-1	3	-9
Cc1ccc(C(=O)COC(=O)C2C3C=CC(C3)C2C(=O)OCC(=O)c2ccc(C)c(C)c2)cc1C (stereo not given)	0.3	-1	-11	1	0	1	-1.3	-5	1	-3
O=C(OCC(=O)N1CCCC1)c1cc(Cl)ccc1[N+](=O)[O-]	-0.9	-1	0	4	-5	-6	-0.6	-1	1	-3
Cc1ccc(C(=O)NCC(=O)Nc2ccncc2)s1	-0.1	-1	-3	1	3	3	-2.1	-10	1	-8
O=C1/C(=C\c2ccc(O)cc2)SC(=S)N1c1cccnc1	-0.4	-10	5	-13	-5	-5	-1.6	-1	-12	4
CC(C)Oc1ccc(C(=O)N(Cc2ccco2)C2CCS(=O)(=O)C2)cc1 (stereo not given)	0.2	8	1	-9	-4	0	-1.2	-5	0	4
CCC(CO)NCc1ccc(OCC(O)c2ccccc2)c(OC)c1 (stereo not given)	0.3	0	4	6	-4	-2	0.3	-1	0	-7
O=C(Nc1ccncc1)Nc1ccccn1	0.0	4	7	5	2	4	1.0	2	-1	3
Cc1noc(C)c1Cn1c(C)c(C(=O)NCc2ccc3c(c2)OCCO3)sc1=O	0.1	1	-9	6	-1	1	-0.5	1	-3	-4
Cc1nn(-c2ccccc2)c(C)c1NC(=O)COC(=O)[C@@H](NC(=O)c1ccccc1)C(C)C	0.1	-4	1	-2	-5	-1	-0.6	-3	1	1
COCCCNC(CC(=O)Nc1ccc(OC)cc1OC)C(=O)O (stereo not given)	0.2	2	-1	0	-1	-2	0.7	-8	3	7
O=C(N/N=C/c1ccccc1OCc1ccccc1)c1cccnc1	0.7	-8	9	2	-4	-9	-0.8	6	-8	4
Cc1cc(OC(C)C(=O)NCCN2CCOCC2)c2c(C)c(C)c(=O)oc2c1 (stereo not given)	5.6	-5	-292	6	-7	8	1.4	4	0	12

Part of the list above, in markdown.
| Structure | KLK7 zymogen act | NPR2 activator | ADAM10 inh | sPLA2-III inh | rCAG RNA binder | DDE Tn6 FP inh | GAA850 FXN act | ASAP1 GAP inh | GC-A act | ARFGAP1 inhibitor |
| --- | --- | --- | --- | --- | --- | --- | --- | --- | --- | --- |
| O=C(COC(=O)c1ccc(NS(=O)(=O)c2cccs2)cc1O)NC1CCCCC1 | 0.1 | 5 | 8 | -16 | 19 | -1 | 0.2 | 4 | -3 | -2 |
| O=C(NNS(=O)(=O)c1ccc(C(=O)NC2CCCC2)cc1)c1ccncc1 | -1.2 | -2 | 0 | 0 | 1 | -4 | 2.0 | -7 | 1 | 18 |
| Cc1ccc(Cl)c(OC(=O)C2CSC3(C)CCC(=O)N23)c1 (stereo not given) | -0.3 | 6 | 1 | 0 | -8 | 9 | 1.5 | -13 | 2 | 4 |

Next section.
SMILES	KLK7 zymogen act	NPR2 activator	ADAM10 inh	sPLA2-III inh	rCAG RNA binder	DDE Tn6 FP inh	GAA850 FXN act	ASAP1 GAP inh	GC-A act	ARFGAP1 inhibitor
O=C(CN1CCC(n2nnc3cc(F)ccc32)CC1)NCCc1nc2ccccc2[nH]1	-0.4	-4	-6	-6	-2	-1	-1.7	-8	-8	11
COc1ccc(N(CC(=O)O)S(=O)(=O)c2ccc(C)cc2)cc1Cl	-0.1	3	2	-6	2	8	-0.1	-6	-1	4
O=c1[nH]c(/C=C/c2ccc(OC(F)F)cc2)nc2c1cnn2-c1ccccc1	-2.2	1	-2	-4	2	3	2.2	-12	2	0
C[C@@H]1CN([C@@H](C)CO)S(=O)(=O)c2ccc(Br)cc2O[C@H]1CN(C)Cc1ccccn1	0.3	-5	-7	-4	0	1	-0.3	6	-11	6
Cn1c(Oc2ccc3c(c2)OCO3)nc2c1c(=O)n(Cc1ccccc1)c(=O)n2C	0.4	24	-5	-1	-3	0	1.7	-7	5	-11
CC(C)(C)OC(=O)N1Cc2ccccc2C[C@H]1C(=O)NCC(=O)NC1CCCCC1	0.8	0	-4	-2	-6	-1	-0.9	-3	-2	10
COc1ccc(N2C(=O)CC(Sc3n[nH]c(-c4ccc(C)cc4)n3)C2=O)cc1 (stereo not given)	0.8	6	4	-9	4	-7	2.3	9	-2	7
O=C1c2ccccc2C(=O)N1C1C(=O)N2CCSC12C(=O)OCc1ccccc1 (stereo not given)	-0.7	3	-20	13	2	-2	0.1	7	2	-1
COC(=O)Cc1[nH]nc2c1C1(C(=O)N(Cc3ccccc3)c3ccccc31)C(C#N)=C(N)O2 (stereo not given)	0.3	-7	3	-23	-1	-3	-1.8	-1	-6	18
N#C/C(=C\C=C\c1ccccc1)c1nc(-c2ccc(Cl)cc2)cs1	-0.8	4	6	10	6	-15	2.9	5	7	0
COc1ccccc1CNC(=O)/C=C/c1ccc(Br)o1	0.2	4	-4	-2	9	7	-0.5	3	-4	8
COc1cc(C(O)c2nc(-c3cccc(C#N)c3)cs2)ccc1F (stereo not given)	-0.1	-2	-12	-4	0	6	-0.5	6	-1	13
O=C(COC(=O)/C=C/c1cccc(Cl)c1)NC(=O)NCc1ccccc1	0.1	6	3	-3	4	9	2.8	-7	2	0
